# SRC3 TRFRET art = counter-screen for PPARgamma SRC-3 recruitment agonists: TR-FRET artefact. hit rate 0.39% among 99,000. PPARgamma/SRC-3 format; stronger effect = higher value. TR-FRET ratio at 8 µM; in the data active means TR-FRET ratio above about 2000; further: inactives centre near 1600; reference of the scale not given here
# SRC1 TRFRET art = counter-screen for PPARgamma SRC-1 recruitment agonists: TR-FRET artefact. hit rate 0.34% among 99,000. TR-FRET detection artefact counter-screen, emission ratio; stronger effect = higher value. TR-FRET ratio at 8 µM; in the data active means TR-FRET ratio above about 2300; further: inactives centre near 1800; reference of the scale not given here
# Starred values were filed as active, the others as inactive.
# Fields – SRC3 TRFRET art	SRC1 TRFRET art
O=C1c2ccccc2C(=O)N1Cc1cccnc1
    1668	1975
NS(=O)(=O)c1ccc(C(=O)O)cc1
    1596	1619
COc1ccc(OC)c(NC(=O)Nc2cc(NC(=O)Nc3cc(OC)ccc3OC)c(C)nc2C)c1
    1574	2219
CC(C)=CC(=O)OCC(=O)Nc1cc(C)ccc1C
    1673	1721
CC(=O)NC1C2CN3CCN(C2)CC1(Cc1ccccc1)C3 (centres undefined)
    1608	1727
O=C(O)c1ccccc1Nc1ccc([N+](=O)[O-])cc1
    1490	1786
O=C(O)C1CCCN1S(=O)(=O)c1cccc2nsnc12 (centres undefined)
    1442	1550
O=C1c2ccccc2C(=O)N1CCCCN(C(=O)c1cc2ccccc2oc1=O)c1ccc(Cl)cc1
    1361	1641
CC(=O)c1cccc(NC(=O)Cc2coc3cc4c(cc23)CCC4)c1
    1460	1951
COc1cc(-c2nc3ccccn3c2/N=C/c2cc(OC)c(O)cc2Cl)ccc1O
    1846	1966
O=C(Cn1cnc2c(nnn2Cc2ccccc2)c1=O)N1CCCc2ccccc21
    1588	1500
CCCN(CCC)CCCNC(=S)Nc1ccc2nc(N3CCN(CC)CC3)cc(C)c2c1
    1499	1835
CC(C)c1nnc(NC(=O)C2CCCN2C(=O)Nc2ccccc2[N+](=O)[O-])s1 (centres undefined)
    1530	1693
Cc1ccc(NC(=O)CNc2ccccc2CN(C)C2CCCCC2)cc1
    1686	1809
Cc1nc(Cl)c2c(n1)NC1=C(O2)C(=O)CCC1
    1647	1771
O=C(N=C1c2ccccc2CN1c1ccccc1)c1cccc([N+](=O)[O-])c1
    1476	1661
S=C(Nc1ccc2c(c1)OCO2)Nc1ccc2c(c1)OCO2
    1763	1824
Cc1ccnc(SCc2cc(=O)c(OC(=O)c3cccs3)co2)n1
    1445	1701
CC1CCCC(NC(=O)C2CCN(S(=O)(=O)N3CCCCC3)CC2)C1C (centres undefined)
    1506	1668
Cc1c(Cl)cccc1NCC(=O)Nc1ccc(Cl)cc1F
    1506	1513

# Further structures follow.
# Fields – SRC3 TRFRET art	SRC1 TRFRET art
CC(C)OCc1c(C(=O)Nc2nccs2)oc2ccccc12
    1668	1800
CCCNC(=S)Nc1cccc(C(F)(F)F)c1
    1628	1716
CCNC(=S)N1CCN(c2ccccn2)CC1
    1725	1969
Cc1ccc(N2C(=O)CC(c3c[nH]c4ccccc34)C2=O)cc1 (centres undefined)
    1688	1815
COc1ccc(CCc2nnc(CCC(=O)NCc3cnc4ccccn34)o2)cc1
    1640	1726
O=C(c1ccc(S(=O)(=O)NCC2CCCO2)cc1)N1CCN(c2cccc(Cl)c2)CC1 (centres undefined)
    1647	1854
Cc1ccc(S(=O)(=O)N2CCCCC2)cc1NC(=O)c1ccc2c(c1)OCO2
    1536	1826
CN(CCC#N)C(=O)CSc1nc2scc(-c3ccccc3)c2c(=O)[nH]1
    1664	1447
Cc1cc(Nc2ccccc2)nc2cc(O)ccc12
    1683	1926
CC(=O)NCCCC(=O)NC(CCC(=O)OCc1ccccc1)C(=O)OCc1ccccc1 (centres undefined)
    1451	1809
Cc1nn(-c2ncc(C(F)(F)F)cc2Cl)c(=O)n1-c1c(F)cccc1F
    1449	1786
CC1CCCCC1NC(=O)/C(C#N)=C/c1ccc(OCC(N)=O)cc1 (centres undefined)
    1537	1758
Cc1ccc(/C=N/NC(=O)CNC(=O)c2cccs2)o1
    1448	1682
CNC(=S)NCc1ccc2[nH]c3c(c2c1)CCCC3
    1750	1997
CC1CC(C)CN(C(=O)CSc2ccsc2[N+](=O)[O-])C1 (centres undefined)
    1746	1814
COc1cc(/C=C/C(=O)O)cc(S(=O)(=O)Nc2ccc3nc(SC)sc3c2)c1OC
    1499	1793
CC(C(=O)O)N1C(=O)C2C3CC(C2C1=O)C1C(c2ccccc2)c2sc(=O)[nH]c2SC31 (centres undefined)
    1650	1762
COc1ccc(C)cc1-n1nnnc1SCC(=O)NNC(=O)c1ccc([N+](=O)[O-])cc1
    1622	1954
CCCCCCS(=O)Cc1ccccc1 (centres undefined)
    1527	1897
CCCC(=O)N/N=C1\CS(=O)(=O)N(C)c2ccsc21
    1570	1639

# Four entries from above, field by field:
COc1ccc(CCc2nnc(CCC(=O)NCc3cnc4ccccn34)o2)cc1
  SRC3 TRFRET art: 1640
  SRC1 TRFRET art: 1726
CN(CCC#N)C(=O)CSc1nc2scc(-c3ccccc3)c2c(=O)[nH]1
  SRC3 TRFRET art: 1664
  SRC1 TRFRET art: 1447
CC(C)OCc1c(C(=O)Nc2nccs2)oc2ccccc12
  SRC3 TRFRET art: 1668
  SRC1 TRFRET art: 1800
Cc1ccc(S(=O)(=O)N2CCCCC2)cc1NC(=O)c1ccc2c(c1)OCO2
  SRC3 TRFRET art: 1536
  SRC1 TRFRET art: 1826

# (further entries)
# Fields – SRC3 TRFRET art	SRC1 TRFRET art
N#C/C(=C\c1ccc(N2CCOCC2)o1)C(=O)NCC1CCCO1 (centres undefined)
    1833	2143
Clc1ccc(-c2nc3ccccn3c2CN2CCSCC2)cc1
    1642	1792
O=C(c1ccc([N+](=O)[O-])s1)N1CCN(c2cccc(Cl)c2)CC1
    1476	1732
CC(C)(Cc1ccc(O)cc1)NC(=O)CC(=O)N/N=C/c1ccc([N+](=O)[O-])cc1
    1834	1800
O=c1c(C/C=C/c2ccccc2)c(O)ccn1Cc1cccc(Cl)c1
    1671	1886
CCC(C)[C@H](NC(=O)Nc1cccc(Br)c1)C(=O)OC (some centres undefined)
    1503	1635
N#CC1=C(N)Oc2c(ccc3cccnc23)C1c1cccnc1 (centres undefined)
    1306	1996
O=C(C1=NN(c2ccccc2)C2C(=O)N(c3ccccc3Cl)C(=O)C12)c1ccccc1 (centres undefined)
    1807	1694
CC(NC(=O)c1cc(Br)ccc1Br)c1ccccc1 (centres undefined)
    1724	1629
CCc1cccc(CC)c1-n1c(SCC(=O)N2CCc3ccccc3C2)nnc1-c1cccnc1
    1778	2015
COc1ccc(C(=O)/C=C/c2ccccc2)c(OC)c1
    1518	1667
Cc1cccc(C)c1NC(=O)C(c1ccccc1)N1CCN(C(=O)c2ccco2)CC1 (centres undefined)
    1643	1755
COc1ccc(OCCC(=O)OCC(=O)NCCc2ccccc2)cc1
    1559	1723
C=CCNCCOCCSc1ccc(Cl)cc1
    1628	1925
Cc1ccc(CNS(=O)(=O)c2ccc3c(c2)n(C)c(=O)c(=O)n3C)cc1
    1715	1775
Cc1cc2nc(N3C(=O)CNC3=S)sc2cc1C
    1696	1902
COC(=O)c1ccc2c(=O)n(CCN3CCOCC3)c(SCC(=O)NCc3ccccc3)nc2c1
    1622	1915
CCOC(=O)c1cnc2ccc(OCC)cc2c1NCc1ccccc1OC
    1568	1755
CCOC(=O)C1(Cc2ccc(Cl)cc2)CCN(C(=O)c2cscn2)CC1
    1696	2002
Cc1ccc(-c2csc3nc[nH]c(=O)c23)cc1
    1494	1484

# Record cards, from the list above. Screens in order: SRC3 TRFRET art	SRC1 TRFRET art
# Profile of O=c1c(C/C=C/c2ccccc2)c(O)ccn1Cc1cccc(Cl)c1 → 1671	1886
# Profile of CC(C)(Cc1ccc(O)cc1)NC(=O)CC(=O)N/N=C/c1ccc([N+](=O)[O-])cc1 → 1834	1800

# Next section
molecule,SRC3 TRFRET art,SRC1 TRFRET art
COC(c1ccccc1)c1nnc(CCC(=O)NC2CCCCC2)o1 (centres undefined),1703,1753
Cc1nnc2ccc(-c3ccc(NC(=O)c4cccnc4Cl)cc3)nn12,1470,1691
O=C(O)C1C2C=CC(C2)C1C(=O)NCc1ccco1 (centres undefined),1630,1994
Cc1sc(NC(=S)NC(=O)c2ccco2)c(C#N)c1C,1564,1888
O=C(Nc1ccncc1)c1ccc2c(c1)S(=O)(=O)c1ccccc1C2=O,1685,1802
Cc1cccc(C)c1NC(=O)C1CCCN1C(=O)OC(C)(C)C (centres undefined),1767,1790
Cc1sc2ncnc(Sc3ccccc3C(=O)O)c2c1C,1626,2038
O=C1N=C(N2CCCCC2)S/C1=C/C1=Cc2ccccc2OC1,1443,1915
CS(=O)(=O)N(CC(=O)NCc1ccncc1)c1ccc(F)c(Cl)c1,1335,1489
O=[N+]([O-])c1ccc(-c2nnc(CNC3CCCC3)o2)cc1,1497,1932
COc1cccc(C(=O)NC(C)c2ccc(Br)cc2)c1 (centres undefined),1722,1845
O=C(CCN1CCCCC1)Nc1ccccc1,1639,1830
Cc1cc(C)cc(N(CC(=O)Nc2ccccc2C(=O)N2CCOCC2)S(C)(=O)=O)c1,1358,1660
CCCn1c(=O)c2c(c3ccccc31)OC(C)C(=O)N2 (centres undefined),1512,1893
Cc1ccccc1NC(=S)NC12CN3CN(CN(C3)C1)C2,1828,1758
CCOP(=O)(OCC)/C(=N/OC(=O)c1ccccc1C)C(N)=O,1587,1643
COc1ccc(NC(=S)NCCc2c[nH]c3ccccc23)cc1,1525,1742
FC(F)(F)c1cnc(NNC(=S)Nc2ccccc2Cl)c(Cl)c1,1660,2062
Cc1cccc(NC(=S)NC(=O)c2ccco2)n1,1522,1702
O=C(Nc1ccccc1Oc1ccccc1)c1cc([N+](=O)[O-])ccc1Cl,1623,1700
CCCOP(=O)(OCCC)C(Nc1ccc(C(=O)O)cc1)c1ccccc1 (centres undefined),1495,1955
CCC(=O)Nc1ccc(-c2csc(NNC(C)=O)n2)cc1,1592,1826
Cc1cc(Cl)ccc1C(=O)C1CCCN(C(=O)c2n[nH]c3c2CCCC3)C1 (centres undefined),1552,1890
Cc1ccc(C(=O)Oc2cccc(NC(=O)c3ccccc3)c2)cc1C,1416,1686
COC(=O)c1cc(OC)c(OC)cc1NC(=O)Cc1cccs1,1445,1744

# More records:
molecule,SRC3 TRFRET art,SRC1 TRFRET art
CCOCCCNC(=S)N(Cc1ccco1)Cc1cc2cc3c(cc2[nH]c1=O)OCCO3,1620,1755
COc1ccc2cc(CN(Cc3ccco3)C(=S)NCC3CCCO3)c(=O)[nH]c2c1 (centres undefined),1552,1599
COc1cccc(CN(CC2CCCO2)S(=O)(=O)c2ccc(-n3cnnn3)c(OC)c2)c1 (centres undefined),1352,1910
O=C(Nc1ccccc1C(=O)O)/C(=C/c1ccc([N+](=O)[O-])cc1)NC(=O)c1ccc(Br)o1,1695,1936
COc1ccc(-c2n[nH]c(=S)n2-c2ccc3c(c2)OCCO3)cc1,1844,2291
CCc1ccc(OCC(=O)N2CCN(c3ccccc3F)CC2)cc1,1645,1586
O=C(CSC1CCCCC1)Nc1ccccc1Br,1520,2160
O=S(=O)(c1ccccc1)C(/C=N\O)/C=C/c1ccccc1 (centres undefined),1450,1804
O=S(=O)(c1ccc(Cl)nc1)N1CCCc2ccccc21,1625,1924
O=C(/C=C/c1ccco1)N1CCc2ccccc21,1459,1618
COc1ccc(-n2c(-c3ccc(Br)cc3)c[n+]3c2CCC3)cc1,1495,1858
CN1C(=O)/C(=C/c2ccco2)SC1=Nc1cccc(C(=O)O)c1,1437,1266
O=c1[nH]c(CNCc2cccnc2)nc2ccccc12,1691,1916
COc1ccccc1N=Cc1c(O)c2ccccc2oc1=O,1633,1704
O=C(/C=N/O)NCCCN1CCOCC1,1560,1657
CCOCCCNC(=O)C(NC(=O)c1ccc(NC(C)=O)cc1)c1ccc(Cl)cc1 (centres undefined),1658,1886
COCc1cc(C)n(CC(=O)OC)c(=O)c1C#N,1530,1732
COC(=O)C(CCCN1C(=O)c2ccccc2C1=O)(NC(C)=O)c1nn[nH]n1 (centres undefined),1766,1899
Nc1cc(F)ccc1N1CCCCCC1,1716,1880
Cc1ccc(NC(=O)CCn2nc([N+](=O)[O-])cc2C)nc1,1569,1966
COc1ccc(S(=O)(=O)N2CCCC2C(=O)NCc2ccccc2Cl)cc1 (centres undefined),1750,1717
COc1ccc(NC(=O)c2c3c(nc4ccccc24)CCC3)cc1S(=O)(=O)N1CCOCC1,1629,1598
Cc1ccc(Cn2c3ccccc3c3cn[nH]c(=O)c32)cc1,1903,1845
N#Cc1ccc(-c2cccnc2)nc1SCc1ccc(Cl)c(Cl)c1,1776,1932
COC(=O)Cn1c(=NC(=O)CSCC(=O)Nc2cc(C)on2)sc2cc(C(=O)OC)ccc21,1546,1971

# Given with each value named: part of the list above
COC(=O)Cn1c(=NC(=O)CSCC(=O)Nc2cc(C)on2)sc2cc(C(=O)OC)ccc21
  SRC3 TRFRET art: 1546
  SRC1 TRFRET art: 1971
CN1C(=O)/C(=C/c2ccco2)SC1=Nc1cccc(C(=O)O)c1
  SRC3 TRFRET art: 1437
  SRC1 TRFRET art: 1266
COc1ccc(NC(=O)c2c3c(nc4ccccc24)CCC3)cc1S(=O)(=O)N1CCOCC1
  SRC3 TRFRET art: 1629
  SRC1 TRFRET art: 1598
COC(=O)C(CCCN1C(=O)c2ccccc2C1=O)(NC(C)=O)c1nn[nH]n1 (centres undefined)
  SRC3 TRFRET art: 1766
  SRC1 TRFRET art: 1899

# Next section.
molecule,SRC3 TRFRET art,SRC1 TRFRET art
COc1cc(C)c(Cl)cc1S(=O)(=O)n1ccnc1,1638,1677
COc1ccc(C(=O)OCC(=O)NCCN2C(=O)CSC2=O)cc1,1370,1858
COc1ccc(CC/C(C)=N\NC(N)=O)cc1,1454,1794
COc1ccc(/C=N/Nc2nc(Nc3ccccc3)nc(N3CCCCC3)n2)c(OC)c1,1511,2093
O=C1NN(c2ccccc2)C(=O)/C1=C/c1ccc(Sc2cccc3ccccc23)o1,2511*,2739*
CCOc1ccc(C2C(C(=O)Nc3cc(C)on3)c3ccccc3C(=O)N2CCN2CCOCC2)cc1 (centres undefined),1436,1751
CN(Cc1ccccc1)C(=O)COC(=O)c1ccc2ccccc2n1,1402,1606
CCn1nc(C(=O)Nc2nc3ccccc3[nH]2)c2ccccc2c1=O,1506,1759
COc1ccc(NC(=S)NNC(=O)CNc2ccc(Cl)cc2)cc1,1619,1698
CC(=O)Oc1ccc(-c2cccc(C(=O)NCCO)c2)cc1,1563,1717
c1ccc(-c2ccccc2OCCN2CCOCC2)cc1,1590,1602
COC(=O)CSc1ncc(C#N)c(N)n1,1665,1989

# Bioassay records: PubChem, The Scripps Research Institute Molecular Screening Center

# This is a subset. The share of hits here may be higher or lower than overall.
